Mtb RmlCD inh: M. tuberculosis RmlC/RmlD coupled enzyme inhibitors, primary screen, biochemical, compound mixtures, 384-well, from 1536-well plates; dTDP-4-dehydrorhamnose reductase (Mycobacterium tuberculosis (strain ATCC 25618 / H37Rv)) …; RmlC+RmlD coupled enzyme assay, percent inhibition; primary screen in compound mixtures; inhibition, % at 3.6 µM; hit rate 0.03% among 160,000; AID 1533, 2009; in the data active means inhibition mostly above about 34%, no sharp cut-off; inconclusive means no clear call, values can overlap the other calls; inactive means mostly below about 22%; further: some results filed as inactive read as strong as hits
Target sequence (P9WH09 whole entry, looked up): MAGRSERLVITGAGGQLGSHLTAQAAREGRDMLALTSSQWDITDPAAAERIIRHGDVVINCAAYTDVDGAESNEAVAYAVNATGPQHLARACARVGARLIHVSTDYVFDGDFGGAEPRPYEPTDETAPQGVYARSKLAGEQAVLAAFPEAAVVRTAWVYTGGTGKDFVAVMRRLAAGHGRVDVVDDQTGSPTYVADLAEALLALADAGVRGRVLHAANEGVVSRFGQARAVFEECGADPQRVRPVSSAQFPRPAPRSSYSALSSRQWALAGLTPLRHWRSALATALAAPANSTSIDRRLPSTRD
Target sequence (P9WH11 whole entry, looked up): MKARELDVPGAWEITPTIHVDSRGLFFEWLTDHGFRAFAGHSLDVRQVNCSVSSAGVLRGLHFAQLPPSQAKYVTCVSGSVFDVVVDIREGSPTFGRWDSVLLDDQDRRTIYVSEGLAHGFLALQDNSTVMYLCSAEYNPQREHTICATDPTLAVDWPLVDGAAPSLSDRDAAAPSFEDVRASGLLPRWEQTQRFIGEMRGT
M. tuberculosis GlmU: inhibition of mycobacterial GlmU enzyme – biochemical, glucosamine-1-phosphate acetyltransferase (AID 1376). inhibition, %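 (tested at 30 µM in the primary screen)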, or IC50 in µM where a hit was titrated. M. tuberculosis GlmU acetyltransferase enzyme assay; higher % means a stronger effect. hit rate 0.25% among 220,000; in the data active means inhibition above about 13%; inconclusive means no clear call, values can overlap the other calls;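 further: 0% = complete reaction with vehicle and 100% = reaction without substrate; strong numbers were not always called active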
* = called active by the depositor; ? = inconclusive; nt = not tested or not shown. The list is partial; rates above refer to the full screens.

SMILES	Mtb RmlCD inh	M. tuberculosis GlmU
COc1ccc(Cl)cc1NC(=O)CCn1cnc2ccccc2c1=O	-8	7.6%
Cc1ccccc1OCC(=O)Nc1cccc(NC(=O)c2ccco2)c1	-1	-6.0%
COC(=O)CCCC1=CC2=CC(=O)C(C)(OC(=O)c3cccs3)C(=O)C2=CN1CCCOC(C)C (stereo not drawn)	nt	4.3%
Cc1ccc(OCC(=O)N/N=C2\CCOc3c(C)cccc32)cc1	nt	1.0%
CCSc1nc(N2CCOCC2)c2c(c1C#N)CC(C)(C)N(C)C2	10	-4.9%
COc1ccc(OC)c(NC(=O)N2CCCC(CNS(=O)(=O)c3cccs3)C2)c1 (stereo not drawn)	-8	1.0%
CCN(C(=O)COC(=O)CNS(=O)(=O)c1ccccc1)c1ccccc1	13	1.9%
CCCC(=O)NCCc1cc2cc(C)c(C)cc2[nH]c1=O	8	1.6%
O=C(CC1NC(=S)NC1=O)c1ccc(Cl)cc1 (stereo not drawn)	-4	2.8%
CC(=O)C1C2c3ccccc3OC1(C)N=c1s/c(=C/c3cn(C)nc3C)c(=O)n12 (stereo not drawn)	nt	3.2%

Fetched by structure from the list above:
SMILES	Mtb RmlCD inh	M. tuberculosis GlmU
COC(=O)CCCC1=CC2=CC(=O)C(C)(OC(=O)c3cccs3)C(=O)C2=CN1CCCOC(C)C (stereo not drawn)	nt	4.3%
COc1ccc(OC)c(NC(=O)N2CCCC(CNS(=O)(=O)c3cccs3)C2)c1 (stereo not drawn)	-8	1.0%

Further records follow:
SMILES	Mtb RmlCD inh	M. tuberculosis GlmU
O=C1OC2(c3ccccc3)C3CCCC2C13	7	-3.5%
Cc1cc(C(F)F)nn1CC(=O)NCc1ccco1	nt	-1.5%
Cc1cccn2c(=O)c(/C=N/O)c(Nc3ccccc3F)nc12	nt	-1.9%
CCCC(=O)NC(=S)Nc1cccc(C(C)=O)c1	10	nt
COc1c(/C=N/NS(=O)(=O)c2ccc(C)cc2)c(CCN(C)C(C)=O)cc2c1OCO2	16	-1.4%
CCOC(=O)N1CCN(C(=O)c2ccc(CN(c3ccccc3)S(C)(=O)=O)cc2)CC1	-2	-0.3%
CN(C)P(=O)(CCl)Nc1ccccc1 (stereo not drawn)	-7	0.6%
Cc1ccc(-n2c(=O)c3cc4c(=O)n(-c5ccc(C)c(C)c5)c(=O)c4c(C(=O)c4ccc(C(=O)O)cc4)c3c2=O)cc1C	2	1.3%
Cn1c(NC(=O)/C=C/c2ccc(Cl)c(Cl)c2)cc(=O)n(C)c1=O	31	5.7%
O=C(CN1CCN(c2ccc(O)cc2)CC1)Nc1ccc(SC(F)F)cc1	3	1.9%
C=CCOC(=O)C1=C(C)NC(=S)C(C#N)(CC=C)C1c1ccccc1Cl (stereo not drawn)	-1	81%
COc1nn(-c2nc(-c3ccccc3)cc(C(F)(F)F)n2)cc1[N+](=O)[O-]	-10	6.8%
CC1(C)CC(=O)C(CC2=C(O)CC(C)(C)CC2=O)=C(O)C1	0	-3.6%
CCCC(c1nnnn1CCc1ccccc1)N1CCN(C(=O)c2ccco2)CC1 (stereo not drawn)	-3	5.3%
CC(C)(C)c1ccc(O)c(N=Cc2cc(Br)ccc2O)c1	1	8.8%
O=C(CSc1nccc(=O)[nH]1)N1CCc2ccccc2C1	17	5.7%
Cc1[nH]nc(N)c1-c1ccccc1	7	-3.5%
Cc1cc(OCC(=O)Nc2ccc(S(=O)(=O)NC3=NCCCCC3)cc2)c(C(C)C)cc1Cl	nt	-6.7%
CC1CCc2sc(C(=O)OCC(=O)NC(N)=O)cc2C1 (stereo not drawn)	6	nt
Cc1ccc(C2Oc3ccccc3C3=C2C(c2cccs2)n2ncnc2N3)cc1 (stereo not drawn)	nt	0.7%
COc1ccccc1/C(C)=N/NC(=S)NCc1ccccc1	-1	0.7%
CC(c1ccco1)N(C(=O)c1ccc(F)cc1)c1ccccn1 (stereo not drawn)	5	45%
O=C(O)/C=C/C(=O)NNc1ncnc2ccccc12	-1	-2.2%
O=C(N/N=C\c1cn[nH]c1-c1ccccc1)c1ccc([N+](=O)[O-])cc1	8	0.9%
COc1ccc(OCCn2cnc(Cl)c2Cl)cc1	8	-0.9%
Cc1cc(NC(=O)CSc2nnc3ccccn23)no1	4	1.2%
O=C(COc1ccccc1)N1CCc2ccccc21	-8	-2.4%
CCCCCOP(=O)(c1ccccc1)c1ccccc1	4	6.1%
CC(C)NC(NC(=O)/C=C/c1ccccc1)C(Cl)(Cl)Cl (stereo not drawn)	-11	-0.6%
CCOc1ccc(-c2nc3n(c(=O)c2C#N)CCCS3)cc1	4	-5.4%
CCNC(=O)NC(=O)C(C)OC(=O)c1oc2ccc(OCC)cc2c1C (stereo not drawn)	0	-2.7%
O=C(O)c1ccc(NC2=C/C(=N/S(=O)(=O)c3ccccc3)c3ccccc3C2=O)cc1	nt	3.7%
Cc1c(Cl)cccc1NC(=S)NCc1ccc2c(c1)OCO2	-12	-0.8%
CCc1ccc2[nH]c(=O)c(CN(Cc3ccc(F)cc3)C(c3nnnn3CCN3CCOCC3)C(C)C)cc2c1 (stereo not drawn)	-3	0.9%
CCOC(=O)c1c(NC(NC(C)=O)C(Cl)(Cl)Cl)sc2c1CCCC2 (stereo not drawn)	-7	0.2%
COc1cc(NS(=O)(=O)c2ccc(C)cc2)ccc1-n1cnnn1	nt	2.6%
CN(C)CCCOC(=O)CCc1ccccc1	nt	-5.0%
CC(c1nnc(SCC(=O)NC(=O)NCc2ccco2)n1-c1ccc(Cl)cc1)N(C)C (stereo not drawn)	3	6.1%
CCOCCCNc1nc2c(c(=O)[nH]c(=O)n2C)n1CCCc1ccccc1	nt	-2.6%
C=C1CCN([C@@H](CC(C)C)C(=O)Nc2nc3ccc(Cl)cc3s2)S(=O)(=O)c2ccccc21	nt	6.2%
O=C1C(=O)N(Cc2cccnc2)C(c2ccccn2)/C1=C(/O)c1ccc(Br)cc1 (stereo not drawn)	nt	-5.7%
N#CC1=C(N)Oc2nc[nH]c(=O)c2C1c1cccs1 (stereo not drawn)	nt	-0.8%
NS(=O)(=O)c1ccc(NC(=O)c2ccc(-c3ccccc3)cc2)cc1	-1	0.6%
Cc1ccc2oc(=O)c(/C=C(\O)c3sc(C)nc3C)nc2c1	40	2.1%
CN1C(=O)N(C)c2ccc(C=O)c3cccc1c23	11	-5.7%
CC(=O)Nc1ccc(C)cc1NC(C)=O	-7	2.0%
O=C(O)c1ccccc1SCC(=O)N1c2ccccc2Sc2ccccc21	-16	-1.7%
O=C(Nc1ccon1)c1ccc2c(c1)OCO2	-2	-4.7%
CC1=NN(c2ccccc2)C(=O)/C1=C/N(C)C	0	-5.5%
COc1ccc(Oc2ncccc2[N+](=O)[O-])cc1	-8	3.9%

Other records follow:
SMILES	Mtb RmlCD inh	M. tuberculosis GlmU
Cn1cnc2c(NCc3ccco3)ncnc21	7	-6.0%
COc1ccc(CCNC(=O)c2cc3c(=O)n(C)c4ccccc4c3n2C)cc1OC	29	1.4%
CS(=O)(=O)N1CCN(C(=O)NC2CCCCC2)CC1	nt	-1.1%
Cc1[nH]cnc1CN1CCc2c(c3ccccc3n2C)C1=O	nt	-5.4%
CC1CCN(CCCCOc2ccccc2-c2ccccc2)CC1	2	-4.8%
O=C(c1ccccc1)N1CCN(Cc2ccccc2Br)CC1	15	-2.6%
Cc1[nH]n(-c2ccccc2)c(=O)c1-c1ccccc1	nt	4.3%
CN1CCN(C(=O)/C=C/c2ccc3c(c2)OCO3)CC1	6	3.3%
Cn1nnnc1Sc1ccc([N+](=O)[O-])cc1Cl	66	-2.6%
CC1CCCCN1C(=O)CCn1c(=S)oc2ccccc21 (stereo not drawn)	82	1.4%
O=C(Cc1ccccc1)Nc1cccc(C(=O)N/N=C/c2ccco2)c1	nt	5.6%
CCOC(=O)Nc1ccc(OCc2nnc3c4ccccc4c(C)nn23)cc1	8	0.7%
COc1ccc2c(c1)c(C(=O)N/N=C/c1cn(C)c3ccccc13)c(C)n2C	-12	-0.9%
COc1ccc(NS(=O)(=O)c2cccc3cccnc23)cc1	nt	4.8%
CCOC(=O)C1(CCc2ccccc2)CCN(Cc2ccc(O)cc2)CC1	-3	2.5%
CN1C(=O)NC(c2ccccc2)(C(F)(F)F)S/C1=C(/C#N)c1nnc(N2CCOCC2)n1-c1ccccc1 (stereo not drawn)	nt	-2.6%
CCn1c(=O)c2c(O)cc(=O)oc2c2ccccc21	nt	0.7%
CCCC(=O)NC(=S)Nc1cccc(Cl)c1N1CCCC1	-10	1.1%
CC12CC(NC(=O)N1c1ccc(C(=O)N3CCN(c4ccc(F)cc4)CC3)cc1)c1ccccc1O2 (stereo not drawn)	4	-2.3%
Cc1nc2nc3c(cn2n1)C(=O)CC(C)(C)C3	-7	3.4%

Copied from the list.
M. tuberculosis GlmU with COc1cc(NS(=O)(=O)c2ccc(C)cc2)ccc1-n1cnnn1 is entered as 2.6%
M. tuberculosis GlmU with COC(=O)CCCC1=CC2=CC(=O)C(C)(OC(=O)c3cccs3)C(=O)C2=CN1CCCOC(C)C (stereo not drawn) is entered as 4.3%
M. tuberculosis GlmU with NS(=O)(=O)c1ccc(NC(=O)c2ccc(-c3ccccc3)cc2)cc1 is entered as 0.6%

Going on with the list.
SMILES	Mtb RmlCD inh	M. tuberculosis GlmU
COc1ccc(C2=Nc3ccc(C)cc3C(c3ccccc3)N2CC(=O)NN)cc1 (stereo not drawn)	-12	2.8%
COc1ccc(/C=N/N=C2\SC(CC(=O)O)C(=O)N2c2ccccc2)cc1 (stereo not drawn)	-10	6.6%
O=C1CCCc2c1cnc1ncnn21	-14	-8.8%
O=c1c(N2CCCCC2)coc2ccccc12	nt	-3.1%
COC(=O)c1ccc(C2C(C(=O)OC(C)C)=C(C)N=C3SCCC(=O)N32)cc1 (stereo not drawn)	nt	-2.8%
Cc1c(C(=O)N2CCOCC2)[nH]c2c1C(=O)CC(c1ccccc1Cl)C2 (stereo not drawn)	-1	3.4%
Fc1ccc(-c2nnc(CN3CCN(c4ncc(C(F)(F)F)cc4Cl)CC3)o2)cc1	-2	1.1%
CC(=O)c1cccc(NC(=O)CC2Oc3ccc(C)cc3NC2=O)c1 (stereo not drawn)	-7	7.4%
CC(C)CNC(=O)COC(=O)c1cc(S(=O)(=O)N2CCCCC2)ccc1N1CCOCC1	15	0.1%
CC(=O)c1ccc(CCCCCCCCCC(=O)O)s1	nt	-2.1%

Reformatted field by field: part of the list above.
> Cc1cccn2c(=O)c(/C=N/O)c(Nc3ccccc3F)nc12
  Mtb RmlCD inh: nt	M. tuberculosis GlmU: -1.9%

> CCOC(=O)c1c(NC(NC(C)=O)C(Cl)(Cl)Cl)sc2c1CCCC2 (stereo not drawn)
  Mtb RmlCD inh: -7	M. tuberculosis GlmU: 0.2%

> Cc1c(C(=O)N2CCOCC2)[nH]c2c1C(=O)CC(c1ccccc1Cl)C2 (stereo not drawn)
  Mtb RmlCD inh: -1	M. tuberculosis GlmU: 3.4%

Following part:
SMILES	Mtb RmlCD inh	M. tuberculosis GlmU
Cc1nc2ccccc2n1CCc1nc2c3ccccc3nc(=S)n2[nH]1	nt	-0.1%
CCOC(=O)C1=C(O)CSC1=Nc1cccc(Cl)c1	nt	1.4%
CCCCNC(=S)N=Nc1c(O)[nH]c2ccccc12	5	3.7%
COc1ccccc1N1CCN(/N=C/C(Cl)=C/c2ccccc2)CC1	9	-5.8%
O=C(COC(=O)c1cccs1)NCCC1=CCCCC1	6	-0.7%
Cc1ccc(Cn2nnnc2CN2CCC(O)(c3ccc(F)cc3)CC2)cc1	-4	2.0%
COc1cc(/C=N/NC(=O)c2ccncc2)ccc1OC(=O)c1ccccc1Cl	3	-1.6%
Cc1cc(-n2cccn2)ccc1CN1CCN(C2CCCC2)C(CCO)C1 (stereo not drawn)	nt	-1.4%
COc1cc2c(cc1OC)C(C(=O)N1CCC3(CC1)OCCO3)C(c1ccccc1F)N(C)C2=O (stereo not drawn)	nt	1.5%
O=c1[nH]c(=O)n(Cc2ccco2)c(O)c1C=NC1CCN(Cc2ccccc2)CC1	8	-2.8%
CCN(CC)S(=O)(=O)c1cc(C(=O)O)ccc1Cl	nt	?
Cc1cccc(C2c3[nH]c4ccccc4c3CCN2C(=O)c2cc(-c3cccn3C)n[nH]2)n1 (stereo not drawn)	-5	1.1%
CCCOc1ccc(N2C(=O)CC(N(CCc3ccc(OC)cc3)C(=O)/C=C/C(=O)O)C2=O)cc1 (stereo not drawn)	12	2.4%
COc1cc(-c2csc(C)n2)ccc1O	57	1.4%
CCn1c(CSc2nc3ccccc3s2)nnc1SCC(=O)c1ccc(Cl)cc1	nt	0.7%
COc1ccc(C)cc1NC(=O)C1CCCN(S(=O)(=O)c2cccc3nonc23)C1 (stereo not drawn)	nt	-0.2%
O=C(/C=C/c1ccccc1Cl)NCCN1CCOCC1	5	0.1%
CCn1cc([C@@H]2C[C@H]3CN(Cc4cccc(Cl)c4)C(=O)[C@]34CCCN24)c(C)n1	-7	7.7%
CCCC(c1nnnn1Cc1cccs1)N1CCN(c2nc3ccccc3s2)CC1 (stereo not drawn)	nt	3.2%

Screening data as filed in PubChem.
